Source: PubChem
BLM helicase inh – qHTS Assay for Inhibitors of Bloom's syndrome helicase (BLM); Potency, µM (top dose mostly 56.1 µM), for inactives: at the highest dose activity change, negative = inhibition, actives largely listed as inhibitors; 350,000 tested, 0.2% active; RecQ-like DNA helicase BLM (Homo sapiens), P54132; recombinant BLM DNA unwinding, fluorescence dequenching; AID 2528, 2010;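 also: plate controls were vehicle for no effect and no enzyme for full effect; nearly all actives have a fitted effect of over 35% in size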
POLB inh – qHTS Assay for Inhibitors of DNA Polymerase Beta; Pol beta primer extension/strand displacement, fluorescence kinetic; Potency, µM (series often up to 114 µM), without a hit: top-dose activity change, negative = inhibition, most hits filed as inhibitors; P06746; 340,000 tested, 1.3% active; AID 485314, 2010; also: % is scaled to controls: 0 for no effect and ±100 for the full control effect
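Pol beta (10 nM) and compounds were preincubated 15 min at room temperature, then 50 nM substrate (final) started primer extension/strand displacement. Reads were taken at 0 and 10 min; concentration-response data were fitted to a four-parameter Hill equation.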
Pol iota inh – qHTS for Inhibitors of Polymerase Iota | DNA polymerase iota (Homo sapiens), Q9UNA4 | Pol iota fluorescent replication assay, 10 min | Potency, µM (titrated, usually from 115 µM), for inactives: at the top dose activity, negative = inhibition, actives largely listed as inhibitors | 390,000 tested, 1% active
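Fluorescent replication assay read twice, at 0 min and 10 min after adding 50 nM (final) substrate. Enzyme (10 nM) and compounds were first incubated 15 min at room temperature; enzyme-free buffer wells were negative controls.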
POLH inh – qHTS for Inhibitors of Polymerase Eta; recombinant Pol eta, fluorescent DNA replication assay; 390,000 tested, 1.2% active; DNA polymerase eta (Homo sapiens), Q9Y253; Potency, µM (highest dose often 114 µM), without a hit: at the top dose activity change, negative = inhibition, actives largely listed as inhibitors; also: % is scaled to controls: 0 for no effect and ±100 for the full control effect
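Fluorescent replication assay: 50 nM final substrate added after a 15 min room-temperature compound preincubation with 10 nM enzyme. Signal taken at 0 min and again at 10 min.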
G9a block – qHTS Assay for Inhibitors of Histone Lysine Methyltransferase G9a; Potency, µM (doses to about 102 µM), for the others: at the top dose activity, negative = inhibition, hits mostly inhibitors; AID 504332, 2011; 350,000 tested, 8.8% active; G9a H3K9 monomethylation, AlphaScreen, 2 h; Histone-lysine N-methyltransferase EHMT2 (Homo sapiens), Q96KQ7; also: % is scaled to controls: 0 for no effect and ±100 for the full control effect; nearly all actives have a fitted effect of over 75% in size
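Quantitative HTS format: methyltransferase activity on a biotin-tagged H3K9 peptide is measured by AlphaScreen, using a rabbit anti-monomethyl-H3K9 antibody with streptavidin donor and anti-IgG acceptor beads. Final levels are 20 nM enzyme, 500 nM peptide, 20 uM SAM; 2 h RT.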
APEX1 inh – qHTS Assay for Inhibitors of the Human Apurinic/apyrimidinic Endonuclease 1 (APE1); DNA repair nuclease/redox regulator APEX1 (Homo sapiens), P27695; recombinant APE1, TAMRA/BHQ-2 abasic DNA cleavage fluorescence; Potency, µM (titrated, usually from 65.8 µM), inactives show at the highest dose activity change, negative = inhibition, usual class: inhibitors; 350,000 tested, 0.35% active;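 also: plate controls were vehicle for no effect and reference inhibitor for full effect; nearly all actives have a fitted effect of over 55% in size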
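Step 1: APE1 (0.75 nM) with compound, 15 min RT. Step 2: add 50 nM fluorophore/quencher THF duplex. Step 3: three fluorescence reads 60 s apart (525/598 nm); read 3 minus read 1 = reaction progress.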
Apoferritin bind – qHTS Assay for Identification of Novel General Anesthetics | Ferritin light chain (Equus caballus), P02791 | apoferritin/1-aminoanthracene competitive binding, fluorescence | Potency, µM (titrated, usually from 77.5 µM), without a hit: at the highest dose activity change, negative = displacement, most hits filed as inhibitors | 350,000 tested, 0.074% active | AID 485281, 2010; also: % is scaled to controls: 0 for no effect and ±100 for the full control effect; nearly all actives have a fitted effect of over 20% in size
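Read-out: endpoint 1-AMA fluorescence, excitation 380 nm and emission 535 nm, after compounds sit 10 min at room temperature with 10 uM horse-spleen apoferritin in 50% saturated 1-AMA/PBS. Values come from four-parameter Hill fits.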
BAZ2B block – qHTS Assay for Inhibitors of BAZ2B; Potency, µM (doses to about 114 µM), for the others: top-dose activity change, negative = inhibition, actives largely listed as inhibitors; 360,000 tested, 4.4% active; AlphaScreen BAZ2B-H3K14Ac peptide displacement; also: % is scaled to controls: 0 for no effect and ±100 for the full control effect; nearly all actives have a fitted effect of over 60% in size
Target sequence (Q9UIF8 whole entry, looked up): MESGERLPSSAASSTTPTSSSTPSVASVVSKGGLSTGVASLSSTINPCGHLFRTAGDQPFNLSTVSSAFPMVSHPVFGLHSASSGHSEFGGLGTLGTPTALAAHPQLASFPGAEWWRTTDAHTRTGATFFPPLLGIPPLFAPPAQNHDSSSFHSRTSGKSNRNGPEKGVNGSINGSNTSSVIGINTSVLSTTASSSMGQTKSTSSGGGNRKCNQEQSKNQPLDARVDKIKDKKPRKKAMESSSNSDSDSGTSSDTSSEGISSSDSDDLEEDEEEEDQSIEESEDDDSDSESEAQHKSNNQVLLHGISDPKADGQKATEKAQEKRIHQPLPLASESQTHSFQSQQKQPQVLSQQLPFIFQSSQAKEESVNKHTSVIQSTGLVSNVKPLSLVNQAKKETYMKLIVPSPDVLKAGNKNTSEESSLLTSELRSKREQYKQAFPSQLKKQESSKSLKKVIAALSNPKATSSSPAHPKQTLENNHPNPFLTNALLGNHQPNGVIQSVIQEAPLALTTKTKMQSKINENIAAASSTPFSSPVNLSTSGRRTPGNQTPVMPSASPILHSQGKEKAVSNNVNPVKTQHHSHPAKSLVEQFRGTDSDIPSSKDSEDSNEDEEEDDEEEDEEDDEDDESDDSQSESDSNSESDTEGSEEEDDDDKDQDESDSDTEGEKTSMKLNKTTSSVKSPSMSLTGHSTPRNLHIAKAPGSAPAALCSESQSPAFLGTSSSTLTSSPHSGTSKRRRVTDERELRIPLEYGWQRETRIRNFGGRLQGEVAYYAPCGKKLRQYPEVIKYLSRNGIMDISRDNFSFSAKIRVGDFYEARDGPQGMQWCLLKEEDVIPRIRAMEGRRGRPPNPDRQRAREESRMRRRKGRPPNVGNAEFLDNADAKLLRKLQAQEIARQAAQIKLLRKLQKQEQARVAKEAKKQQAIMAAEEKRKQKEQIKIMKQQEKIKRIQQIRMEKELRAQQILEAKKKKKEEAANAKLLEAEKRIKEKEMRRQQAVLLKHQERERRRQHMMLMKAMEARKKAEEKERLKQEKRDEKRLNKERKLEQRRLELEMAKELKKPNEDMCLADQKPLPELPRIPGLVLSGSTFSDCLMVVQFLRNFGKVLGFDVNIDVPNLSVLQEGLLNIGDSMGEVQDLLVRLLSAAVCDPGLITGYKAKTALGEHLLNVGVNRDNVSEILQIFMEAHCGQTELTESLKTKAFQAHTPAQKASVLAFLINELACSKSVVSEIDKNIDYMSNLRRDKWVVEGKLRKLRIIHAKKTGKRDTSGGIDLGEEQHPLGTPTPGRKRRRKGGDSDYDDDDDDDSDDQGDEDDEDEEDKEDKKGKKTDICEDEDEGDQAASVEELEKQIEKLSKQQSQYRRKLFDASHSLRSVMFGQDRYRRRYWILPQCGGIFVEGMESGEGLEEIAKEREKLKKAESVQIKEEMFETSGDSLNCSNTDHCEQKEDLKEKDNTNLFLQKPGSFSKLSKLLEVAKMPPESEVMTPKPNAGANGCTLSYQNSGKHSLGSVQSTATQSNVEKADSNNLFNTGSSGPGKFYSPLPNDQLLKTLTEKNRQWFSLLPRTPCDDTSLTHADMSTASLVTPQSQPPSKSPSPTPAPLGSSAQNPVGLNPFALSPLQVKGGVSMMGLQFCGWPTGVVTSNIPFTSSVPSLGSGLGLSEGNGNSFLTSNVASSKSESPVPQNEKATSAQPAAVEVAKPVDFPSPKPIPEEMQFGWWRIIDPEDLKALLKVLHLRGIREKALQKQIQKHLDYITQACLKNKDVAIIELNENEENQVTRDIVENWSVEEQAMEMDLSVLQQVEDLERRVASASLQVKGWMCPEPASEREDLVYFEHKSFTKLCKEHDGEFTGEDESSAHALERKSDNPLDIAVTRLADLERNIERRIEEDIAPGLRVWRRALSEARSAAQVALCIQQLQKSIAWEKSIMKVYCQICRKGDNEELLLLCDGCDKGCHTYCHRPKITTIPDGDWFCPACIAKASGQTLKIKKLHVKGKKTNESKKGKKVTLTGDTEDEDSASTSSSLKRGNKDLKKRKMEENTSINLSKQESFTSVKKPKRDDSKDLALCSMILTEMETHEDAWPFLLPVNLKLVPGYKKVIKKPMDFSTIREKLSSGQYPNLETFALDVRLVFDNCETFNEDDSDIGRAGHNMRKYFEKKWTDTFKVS
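Complex of BAZ2B and biotin-H3K14Ac (50 nM apiece) forms over 30 min at RT, then faces library compounds up to 110 uM for another 30 min; AlphaScreen beads added, 20 min dark incubation, luminescence read.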
Pol kappa inh – qHTS for Inhibitors of Polymerase Kappa; 400,000 tested, 0.53% active; Potency, µM (highest dose often 107 µM), for the others: top-dose activity, negative = inhibition, most hits filed as inhibitors; AID 588579, 2011; DNA polymerase kappa (Homo sapiens), Q9UBT6; purified Pol kappa, fluorescent DNA synthesis assay, 10 min; also: % is scaled to controls: 0 for no effect and ±100 for the full control effect
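Kinetic fluorescence screen: compound preincubated 15 min RT with 10 nM enzyme; 50 nM substrate (final) initiates; reads at 0/10 min.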
An asterisk follows results filed as active; ? = inconclusive; / = not tested or not shown; & = joins results of further samples; [ ] = remark or other dose. Calls follow the shape of the dose curve; as a rule, active = well fitted curve in the direction sought with a large enough effect; inconclusive = small, poorly fitted or top-dose-only effect, or another doubt; inactive = no such curve, though single readings can be large; an effect the other way counts as inactive or inconclusive. Potency is read from the fitted curve at half-maximal effect. A portion of the library; the hit share may differ from the screen's.

SMILES	BLM helicase inh	POLB inh	Pol iota inh	POLH inh	G9a block	APEX1 inh	Apoferritin bind	BAZ2B block	Pol kappa inh
Cc1[nH]c2ccc(C(=O)NCCCN3CCN(C)CC3)cc2c1C	2%	2%	1%	-1%	?	18%	-7%	?	1%
CCC(C)NC(=O)CCc1c(C)nc2cc(-c3ccc(OC)cc3OC)nn2c1C (stereo not drawn)	0%	23%	10%	-15%	4%[59 µM]	/	-12%	-4%	-8%
CCC(=O)N1CCc2cc(Br)cc(S(=O)(=O)CCC(=O)NCc3ccc(C)cc3)c21	1%	37%	13%	-15%	1%[59 µM]	/	-2%	0%	-3%
C/C=C\C(=O)Nc1cccc(C2=NOC3(C2)C[C@@H](C(N)=O)N(C(=O)CCCCC)C3)c1 (stereo partly drawn)	1%	0%	-9%	-14%	7%[59 µM]	-2%	5%	-1%	6%
O=C(O)CSC(NC(=O)c1cccnc1)(C(F)(F)F)C(F)(F)F	-2%	2%	-11%	4%	14µM*	-7%	-4%	-2%	-4%
O=C(NC(Cc1c[nH]c2ccccc12)C(=O)O)c1cccs1 (stereo not drawn)	0%	2%	86%[activator]	-4%	11%	-7%	-1%	-15%	7%
COc1ccccc1OCc1ccc(C(=O)N/N=C/c2ccco2)cc1	1%	11%	23%	-11%	7%	-7%	?	-8%	-1%
O=C(c1cccc(NS(=O)(=O)c2cccc(F)c2)c1)N1CCN(c2ccccc2)CC1	0%	-16%	161%[activator]	-22%	-5%	-4%	-7%	-28%	-6%
O=C(CSc1nnc2sc3ccccc3n12)N1CCN(c2ccccc2)CC1	-2%	4%	?	-7%	-15%[12.7 µM]	0%	-7%	-2%	0%
CCOCCCNC(=O)C(c1ccccc1)N(Cc1cccs1)C(=O)CNC(=O)c1ccccc1 (stereo not drawn)	4%	9%	11%	-12%	-49%	0%	4%	-9%	-2%
COc1ccc2c(c1)C(c1ccccc1)=NNC(c1ccco1)=N2	-2%	24%	?	-14%	?	0%	-14%	-6%	-7%
CCN(CC)c1nc(C)c2c(c1C#N)CC(C)(C)OC2	-4%	3%	6%	-23%	3%[59 µM]	8%	-4%	24%	-1%
COc1cccc(C(=O)NCc2cn3ccccc3n2)c1	-3%	-15%	7%	3%	?	/	-7%	-19%	-9%
Cc1cccc(OCCCCCN2CCOCC2)c1C	-2%	6%	22%	-17%	-5%	7%	-6%	3%	-1%
Cc1ccc(S(=O)(=O)N2CCCCC2)cc1NC(=O)c1ccccn1	-2%	1%	-2%	1%	?	2%	-2%	-35%	-7%
Cc1ccc(-c2cn3c(n2)sc2cc(C(=O)NC4CCCCCC4)ccc23)cc1	-8%	-20%	-1%	-8%	-36%[59 µM]	/	?	?	-15%
CCCCCn1c(=O)[nH]c2cc(C(=O)Nc3ccc(OC)cc3)ccc2c1=O	-5%	7%	34%[activator]	-9%	2%	18%	-6%	-19%	-16%
COc1ccc(C)cc1-n1c(SCC(=O)Nc2cccc(C(=O)O)c2)nc2ccccc2c1=O	-7%	6%	-18%	2%	21%[59 µM]	-8%	-6%	-14%	-28%
Cc1cc(Cl)ccc1OCC(=O)NCCCCc1ccccc1	-4%	-14%	22%	-13%	163%[activator]	-1%	-14%	110%[activator]	-6%
CCOC(=O)c1c(C)[nH]c(C)c1S(=O)(=O)NC(CC)CN1CCOCC1 (stereo not drawn)	0%	3%	-27%	-17%	1%	27%	3%	-2%	-2%
COc1ccc2c(c1)C(=NN)c1cc(OC)ccc1-2	0%	2%	7%	-6%	?	-8%	-16%	40µM*	0%
O=C(Cn1c2ccccc2c(=O)c2ccccc21)N/N=C/c1cc([N+](=O)[O-])ccc1N1CCCCCC1	?	2.5µM*	45%[activator]	2.8µM*	23%[12.7 µM]	-4%	-4%	-10%	-7%
O=C(Nc1ccc(Br)c(Cl)c1)c1ccco1	-1%	-15%	9%	-11%	-6%[12.7 µM]	3%	?	5%	-5%
Cc1ccc(C)c(-n2c(CCC(=O)O)ccc2-c2ccc(Cl)cc2)c1	-2%	7.9µM*	-16%	14%	13µM*	/	16%	40µM*	4%
O=C(Cc1c(Cl)cccc1Cl)OCC(=O)N1CCN(C(=O)c2ccco2)CC1	0%	-2%	-7%	-4%	10%	?	0%	-1%	-8%
CCOc1ccc(-c2nnc(NC(=O)Cc3ccc(OC)cc3)o2)cc1	-2%	45%	31%[activator]	-6%	19%	-4%	16%	-9%	-1%
COc1ccc(Nc2cc(=O)n(-c3ccccc3)c3c2c(=O)n(C)c(=O)n3C)cc1	0%	19%	47%[activator]	-8%	-9%	?	-15%	-1%	-16%
CCOC(=O)C1=CN(Cc2cccc(F)c2)S(=O)(=O)N(C)C1c1ccc2ccccc2c1 (stereo not drawn)	/	/	15%	-17%	/	29%	/	/	-2%
CSc1ccccc1Sc1cc(C(=O)O)c2ccccc2n1	-2%	?	13%	?	10µM*	4%	3%	-1%	-7%
O=C(Nc1ccc(N2CCN(C(=O)c3ccco3)CC2)c(Cl)c1)c1cccs1	-9%	-26%	6%	-12%	?	-3%	-9%	-19%	-13%
CCOc1ccc(NC(=O)CCSc2nc3c(c(CC)c2C#N)C(=O)CC(C)(C)C3)cc1	-7%	-18%	?	-12%	11%[12.7 µM]	-3%	?	-7%	-13%
Cc1ccc(C)c(NC(=O)CSc2c3c(nc4ccc(Cl)cc24)CCCC3)c1	-16%	?	7%	?	-8%[59 µM]	/	-19%	/	4%
CCc1c(O)nc(SCC(=O)N(CC)CC)[nH]c1=O	1%	-1%	93%[activator]	-19%	-46%	3%	-1%	-24%	-5%
Cc1ccc(-n2c(SCc3ccccc3C)nc3[nH]ncc3c2=O)cc1C	-11%	-3%	-6%	-23%	-34%[59 µM]	/	-20%	-24%	-13%[60.1 µM]
Cc1cc(OC(=O)c2cccc([N+](=O)[O-])c2)c(C)cc1CN1CCOCC1	-2%	-23%	95%[activator]	-4%	/	-10%	-17%	?	-7%
N#Cc1ccc(CSCC(=O)NN=C2CCCC2)cc1	-1%	2%	17%	1%	28%[59 µM]	4%	?	-14%	0%
Cc1ccc(/C(O)=C2\C(=O)C(=O)N(CCN(C)C)C2c2ccccc2F)cc1 (stereo not drawn)	-1%	20%	33%[activator]	-20%	?	0%	-14%	11%	-3%
CN(C)C(CNS(=O)(=O)c1ccc(Cl)cc1F)c1ccco1 (stereo not drawn)	/	/	1%	-13%	/	-17%	/	/	-3%
COc1ccc(CC(=O)OCCc2cc3cc(OC)c(OC)cc3c(=O)o2)cc1	/	/	?	-8%	3%[0.501 µM]	2%	/	21%	-3%
O=C(NCc1ccccc1Cl)C(=O)c1cn(CC(=O)N2CCOCC2)c2ccccc12	-3%	0%	-4%	-13%	9%	35%[activator]	-18%	-21%	-12%
O=C(Nc1ccc(F)cc1F)N1CCCCC1c1cccnc1 (stereo not drawn)	-3%	-23%	-5%	-7%	16%	2%	-4%	12%	-7%
Cc1cc(C)nc(NS(=O)(=O)c2ccc(NC(=S)NC(=O)c3ccco3)cc2)n1	-1%	20%	40%[activator]	11%	50µM*	6%	-11%	1%	-9%
COc1ccc(Oc2c(C)oc3c(CN4CCOCC4)c(O)ccc3c2=O)cc1	-1%	-1%	4%	8%	4%[12.7 µM]	0%	-3%	6%	3%
COc1cccc([C@@H]2Oc3ccc(OC)cc3C(=O)[C@H]2OC(=O)Nc2cc(OC)c(OC)c(OC)c2)c1	-8%&-14%	-10%	?	-11%	?	-2%&-6%	-10%	-29%	-17%
CSCCC(=O)N1CCCC(CO)(CCCc2ccccc2)C1 (stereo not drawn)	0%	-10%	33%[activator]	-16%	21%	22%	-5%	2%	-7%

One compound at a time, from the list above. Order of screens: BLM helicase inh	POLB inh	Pol iota inh	POLH inh	G9a block	APEX1 inh	Apoferritin bind	BAZ2B block	Pol kappa inh
Listed for Cc1cc(C)nc(NS(=O)(=O)c2ccc(NC(=S)NC(=O)c3ccco3)cc2)n1 : -1%	20%	40%[activator]	11%	50µM*	6%	-11%	1%	-9%
Listed for CCc1c(O)nc(SCC(=O)N(CC)CC)[nH]c1=O : 1%	-1%	93%[activator]	-19%	-46%	3%	-1%	-24%	-5%
Listed for Cc1ccc(-n2c(SCc3ccccc3C)nc3[nH]ncc3c2=O)cc1C : -11%	-3%	-6%	-23%	-34%[59 µM]	/	-20%	-24%	-13%[60.1 µM]
Listed for COc1cccc([C@@H]2Oc3ccc(OC)cc3C(=O)[C@H]2OC(=O)Nc2cc(OC)c(OC)c(OC)c2)c1 : -8%&-14%	-10%	?	-11%	?	-2%&-6%	-10%	-29%	-17%
Listed for CCOc1ccc(NC(=O)CCSc2nc3c(c(CC)c2C#N)C(=O)CC(C)(C)C3)cc1 : -7%	-18%	?	-12%	11%[12.7 µM]	-3%	?	-7%	-13%

(further entries)
SMILES	BLM helicase inh	POLB inh	Pol iota inh	POLH inh	G9a block	APEX1 inh	Apoferritin bind	BAZ2B block	Pol kappa inh
C[C@H](NC(=O)[C@@H]1Cc2ccccc2CN1)C(=O)Nc1ccc2c(c1)OCCO2	2%	1%	19%	-1%	16%[0.0925 µM]	-12%	-12%	-9%	-9%
COc1cc(OC)c2c(N)c(C#N)c(C(F)(F)C(F)(F)F)nc2c1	-2%	-1%	-11%	-8%	23%	7%	-8%	11%	3%
COc1ccc2oc(=N)c(-c3nnc4n3CCCCC4)cc2c1	2%	-2%	31%[activator]	-8%	?	3%	201%[activator]	-8%	-13%
Cc1ccc(S(=O)(=O)N2CCCc3cc(NS(=O)(=O)c4ccc(F)c(C)c4)ccc32)cc1	-8%	?	21%	?	1%[59 µM]	/	44%[activator]	-17%	-1%[60.1 µM]
CC(C)C(c1nnnn1C1CCCC1)N1CCOCC1 (stereo not drawn)	2%	-6%	31%	-13%	-1%[59 µM]	3%	3%	0%	-3%
